CIT2-GFP yeast: alters CIT2-GFP fluorescence in TOR pathway yeast screen; S. cerevisiae CIT2-GFP strain, flow cytometry, 3 h; 100 means same as DMSO wells; GFP response vs DMSO, % at 10 µM; 0.065% of 320,000 active;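 active = GFP response relative to DMSO above a set limit, near the screen mean plus 3 SD, cut at about 150% in these data; inconclusive = Fewer than 70 cells measured for a yeast strain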;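 note: ratio of well median GFP fluorescence to mean of DMSO wells on the plate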
MEX-5 binding: C. elegans MEX-5 TCR-2 RNA binding activity; Q9XUB2; MEX-5/FITC-TCR2 RNA binding, fluorescence polarization; hits give low values; activity score (negative = inhibition of binding), % at 10 µM; 0.38% of 300,000 active;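 active = inhibition past about -25% in most replicates, and total fluorescence under double the plate's negative control median, limit read from the data; inconclusive = replicates evenly split on the limit, or fluorescence at least double controls; inactive = too little inhibition in most replicates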;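 note: 0% = DMSO and -100% = 5 µM competing unlabeled TCR2 RNA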
Target sequence (Q9XUB2 whole entry, looked up): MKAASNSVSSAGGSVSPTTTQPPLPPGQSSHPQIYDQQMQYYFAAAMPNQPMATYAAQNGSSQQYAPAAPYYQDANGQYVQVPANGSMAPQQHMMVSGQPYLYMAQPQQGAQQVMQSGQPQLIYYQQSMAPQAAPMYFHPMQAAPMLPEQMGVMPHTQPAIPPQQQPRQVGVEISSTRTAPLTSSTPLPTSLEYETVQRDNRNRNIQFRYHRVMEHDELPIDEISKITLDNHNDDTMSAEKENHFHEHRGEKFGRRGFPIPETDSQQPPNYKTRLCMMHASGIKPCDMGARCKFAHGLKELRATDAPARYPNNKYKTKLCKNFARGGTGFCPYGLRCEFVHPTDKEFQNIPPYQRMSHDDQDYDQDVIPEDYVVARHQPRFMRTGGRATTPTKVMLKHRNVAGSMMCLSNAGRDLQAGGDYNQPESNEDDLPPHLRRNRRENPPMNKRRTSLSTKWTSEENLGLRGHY
MCL1 BIM primary: inhibitors of human MCL1 binding to BIM-BH3 peptide; GST-MCL1 / FITC-Bim-BH3 fluorescence polarization; inhibition, % at 10.9 µM; 0.68% of 320,000 active; AID 2057;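 active = inhibition above the mean inhibition of all tested compounds plus 3 SD, set per campaign, cut at about 40% in these data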;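 note: 0% = DMSO wells and 100% = unlabeled Bim-BH3 peptide control; higher means more loss of mP so more displacement of Bim peptide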
Target sequence (Q07820 whole entry, looked up): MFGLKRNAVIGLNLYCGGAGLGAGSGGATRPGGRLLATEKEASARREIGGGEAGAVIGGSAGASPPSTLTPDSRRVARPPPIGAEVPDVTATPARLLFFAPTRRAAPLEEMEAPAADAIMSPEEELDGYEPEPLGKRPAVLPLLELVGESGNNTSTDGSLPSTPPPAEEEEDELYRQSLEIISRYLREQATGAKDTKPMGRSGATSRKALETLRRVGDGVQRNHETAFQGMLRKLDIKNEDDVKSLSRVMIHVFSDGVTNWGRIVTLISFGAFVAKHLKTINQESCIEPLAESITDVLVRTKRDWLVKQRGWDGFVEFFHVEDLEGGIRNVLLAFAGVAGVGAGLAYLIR
GLD-1 TGE inh: GLD-1-TGE RNA interaction inhibition (C. elegans). Q17339. purified GLD-1 + fluorescein TGE RNA, fluorescence polarization. inhibition, % at 5.96 µM. 0.44% of 320,000 active. AID 2280;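 active = percent inhibition above a per-plate cutoff, the plate mean of test compounds plus 3 SD, cut at about 30% in these data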;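 note: 0% = DMSO wells with GLD-1 and probe and 100% = wells lacking GLD-1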
GRK2 inh: inhibitors of human GRK2 displacing RNA aptamer | 0.59% of 330,000 active | AID 488847 | P25098 | inhibition of aptamer binding, % at 10 µM | bead flow cytometry, FAM-aptamer displacement from GRK2;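 active = inhibition of aptamer binding above 40%, roughly 3 SD of noise, on plates passing a quality check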;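 note: median bead fluorescence of bound FAM aptamer so fluorescent compounds give negative values; no value below 0 was filed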
Fam108B counter: blocks mouse Fam108B hydrolase in RBBP9 counter-screen. recombinant Fam108B, FP-Rh probe fluorescence polarization. 0.33% of 300,000 active. inhibition, % at 9.51 µM;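 active = inhibition above the screen mean inhibition plus 3 SD, computed separately per campaign, cut at about 18% in these data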;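 note: inhibitors lower polarization as less probe binds the enzyme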
AGP1-GFP MLPCN: alters AGP1-GFP fluorescence in TOR pathway yeast screen; GFP response vs DMSO, % at 10 µM; AID 2066; 0.02% of 320,000 active; S. cerevisiae AGP1-GFP multiplex flow cytometry, 3 h; GFP as percent of DMSO wells;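 active = GFP response relative to DMSO above a set limit, near screen average plus 3 SD, cut at about 150% in these data; inconclusive = fewer than 70 cells counted for the yeast strain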;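 note: median GFP channel fluorescence of the gated AGP1 strain per well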
VLA-4 inh: inhibition in a human VLA-4 binding assay; 0.2% of 330,000 active; inhibition, % (about 7 µM as worked out from the volumes in the protocol); VLA-4 expressing cells, ligand binding flow cytometry; P13612; AID 2557; in the data active = inhibition above about 50%
Bcl-xL primary: inhibitors of human Bcl-xL. Q07817. GST-Bcl-xL / FITC-Bim BH3 peptide fluorescence polarization. inhibition, % at 10.9 µM. 0.7% of 320,000 active;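 active = inhibition above the mean of all tested compounds plus 3 SD, cutoff set per campaign, cut at about 30% in these data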;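 note: 0% = DMSO wells and 100% = unlabeled Bim-BH3 peptide competitor; inhibitors lower millipolarization by displacing the labeled peptide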
Target sequence (Q07817 whole entry, looked up): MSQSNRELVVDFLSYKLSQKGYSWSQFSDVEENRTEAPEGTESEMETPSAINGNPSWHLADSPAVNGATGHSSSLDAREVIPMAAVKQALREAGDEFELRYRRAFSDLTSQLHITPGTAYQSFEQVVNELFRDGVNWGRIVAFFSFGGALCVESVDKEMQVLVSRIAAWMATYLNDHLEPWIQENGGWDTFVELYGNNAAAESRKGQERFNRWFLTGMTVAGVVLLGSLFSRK
* = called active by the depositor; ? = inconclusive; . = not tested or not shown; [ ] = remark or other dose.

Results follow in this order: GRK2 inh	Bcl-xL primary	CIT2-GFP yeast	MEX-5 binding	AGP1-GFP MLPCN	Fam108B counter	GLD-1 TGE inh	MCL1 BIM primary	VLA-4 inh
CCOC(=O)c1c(C)[nH]c(C(=O)N/N=C/c2cc([N+](=O)[O-])ccc2O)c1C
    0	0	86	-3.0	92	2	2	19	12
CC(Sc1nc2nn(-c3ccccc3)c(=O)c-2c2n1CCCCC2)C(N)=O (stereo unspecified)
    5	7	95	-2.4	96	-2	-3	0	14
COc1ccc(C2(C)NC(=O)N(CC(=O)Nc3cccnc3Cl)C2=O)cc1 (stereo unspecified)
    3	4	93	-1.2	102	4	1	0	18
O=C(Nc1ncc(Cc2ccc(C(F)(F)F)cc2)s1)c1ccc(-c2cccc([N+](=O)[O-])c2)o1
    0	7	90	0.6	90	-10	0	1	31
Nc1nc(-c2nonc2N)no1
    6	4	87	-0.9	89	1	-4	2	-1
Cc1cc(Br)cc(Cl)c1OC(=O)c1ccncc1
    6	-8	92	-0.6	102	1	-7	-7	5
COc1ccc2c(CCNC(=O)c3ccc([N+](=O)[O-])cc3)c[nH]c2c1
    1	0	107	1.5	103	-1	0	1	30
COc1cccc(-n2c(SCC#N)nnc2-c2cnccn2)c1
    3	-10	96	0.5	96	1	2	-13	11
O=c1ccc2ccccc2o1
    1	7	91	-7.8	97	-4	3	-3	12
CCOC(=O)c1cc2c(nc1NC(=S)Nc1ccccc1)CC(C)(CC)OC2 (stereo unspecified)
    3	11	108	-0.9	103	6	6	24	2
Cn1c(=O)oc2cc(S(=O)(=O)N3CCCC(C(=O)N4CCc5ccccc5C4)C3)ccc21 (stereo unspecified)
    9	10	102	0.0	101	1	3	0	18
CCOC(=O)C1CCN(C(=O)C2CCC(=O)N(CC3CCCCC3)C2)CC1 (stereo unspecified)
    1	-1	98	-2.3	91	0	2	3	2
Cc1cccc(OCC2Cn3c(nc4c3c(=O)[nH]c(=O)n4C)O2)c1 (stereo unspecified)
    2	.	100	1.6	103	.	.	.	4
C=C(C)COc1ccc(-c2nc(N)ncc2-c2ccc(OC)c(OC)c2)c(O)c1
    5	.	99	-1.7	89	.	.	.	4
O=C(CNC(=O)c1ccccc1)N/N=C/c1cn[nH]c1-c1ccccc1
    0	-5	95	2.1	91	1	1	-4	3
Cc1ccc(-c2nnc(SCC(=O)NC3CCCC3)n2N)cc1
    1	.	100	.	104	.	3	.	12
CC1CCN(CCOCCSc2ccc(Cl)cc2)CC1
    0	5	116	-0.5	103	1	1	11	-1
CC(C)(C)c1ccc(CCC2OCC(C[N+]3(C)CCOCC3)O2)cc1 (stereo unspecified)
    0	-18	95	2.8	107	0	1	-26	4
C#CCNC(=O)C1=C[C@@H](c2ccc(Br)cc2)C[C@@H](OCCCCO)O1
    4	-1	126	-0.3	91	-5	5	-1	5
Cc1ccccc1NS(=O)(=O)c1cc(C(=O)NCCC2=CCCCC2)ccc1Cl
    1	5	100	0.1	109	-3	8	-1	12
CCOc1ccc([N+](=O)[O-])cc1CNC1CCCCCCC1
    0	3	110	-3.5	106	-5	1	-3	16
O=C1/C(=C/c2ccco2)CCc2ccccc21
    7	8	102	2.4	90	-1	5	13	-1
NS(=O)(=O)c1ccc(NC(=O)NC2CC(=O)N(c3ccc4c(c3)OCCO4)C2)cc1 (stereo unspecified)
    1	2	98	1.3	95	-4	5	4	5
CCCCNC(=O)C1CC(=O)N(C2CCCCC2)C1 (stereo unspecified)
    2	4	102	-1.5	98	3	11	5	-12
O=C1c2ccccc2NC(c2ccco2)N1/N=C/c1ccco1 (stereo unspecified)
    3	3	98	0.8	91	2	4	0	18
Cc1cccc(NC(=O)COC(=O)c2cc(C)oc2C)c1
    0	2	102	1.9	101	-3	0	5	7
COC(=O)c1ccccc1NC(=O)c1cc(-c2ccc(O)cc2)on1
    0	4	99	1.5	97	-4	2	2	3
CCOC(=O)CSc1ccc(S(=O)(=O)N2CCCCC2)cc1[N+](=O)[O-]
    1	7	109	0.4	106	-2	8	1	11
CCn1cc(CN2CCCC(CNS(=O)(=O)c3cccc4cccnc34)C2)cn1 (stereo unspecified)
    0	4	148	-1.5	115	-3	11	-4	-10
CCC(C)(C)n1nnnc1CN(Cc1ccco1)Cc1cc2cc3c(cc2[nH]c1=O)OCO3
    8	8	87	-2.4	86	3	-3	1	-1
CCc1ccc(-n2c(=O)c3ccc(C(=O)NCCc4ccccc4)cc3n(CC(N)=O)c2=O)cc1
    2	-1	96	2.7	96	-8	-9	10	0
O=C1OC2CC3CC1CC(O)(C3)C2 (stereo unspecified)
    0	-2	101	-1.1	98	1	-5	-6	33
CCN(CC)CCN=C1CCCc2ccccc2N1
    0	4	97	1.1	104	0	6	5	-9
CC(Oc1cc(C(F)(F)F)cc(C(F)(F)F)c1)C(=O)NC(N)=O (stereo unspecified)
    0	7	99	0.7	97	4	1	11	-3
CCOc1cccc(CN2CCCC(N3CCc4ccccc4C3)C2)c1O (stereo unspecified)
    1	5	109	1.1	106	-3	10	15	-4
COc1ccc(C2/C(=C(/O)c3ccc4c(c3)CC(C)O4)C(=O)C(=O)N2CCCN2CCOCC2)cc1OC (stereo unspecified)
    0	2	108	-0.2	103	-3	3	0	8
COc1ccc(Cl)cc1NC(=O)CN(C)C(=O)CNC(=O)C12CC3CC(CC(C3)C1)C2
    0	1	108	-2.1	102	1	-5	5	8
CC1(C)c2[nH]c3ccccc3c2C[C@@H]2C(=O)N(Cc3ccccc3)C(=O)N21
    .	1	.	-8.9	.	3	12	0	.
CC(C)N(C(=O)CSc1nc(Cc2ccccc2)nc2ccccc12)C(C)C
    15	5	94	-0.9	89	2	6	-17	-9
CSc1ncccc1C(=O)OCC(=O)N1CC(=O)Nc2ccccc21
    1	1	95	.	102	.	-3	0	0
CCOc1ccccc1NC(=O)C1CCN(C(=O)c2cccs2)CC1
    2	-2	83	-1.1	97	3	-4	16	10
Cc1cccc(OCC(O)CN2CCN(C3CCCCC3)CC2)c1 (stereo unspecified)
    0	6	103	-0.3	100	-1	7	-3	2
CCC(=O)N1CCN(c2cc(N3CCCC3)c(F)cc2[N+](=O)[O-])CC1
    0	5	91	4.9	100	0	1	6	7
O=C(CN(C(=O)CSc1nc2ccccc2o1)c1ccccc1)NC1CCCCC1
    2	-1	97	-1.4	103	-3	2	7	0
COc1ccc(C(C)C)cc1S(=O)(=O)Nc1ccncc1
    1	-1	101	0.7	99	4	-5	-2	2
Cc1cc(C)c(NC(=O)CSc2nc3ncc(Br)cc3[nH]2)c(C)c1
    6	-3	99	-1.3	96	-11	-3	-6	3
COc1ccc(N/C=C(\C(C)=O)c2ccc(OC)c(OC)c2)cc1OC
    0	4	92	0.2	102	-2	-1	1	1
Cc1ccc(OCC(=O)Nc2ccc(O)c(C(=O)O)c2)cc1C
    0	4	91	-4.1	94	2	5	6	19
CCCCNC(=O)c1ccc(CNc2c(N3CCC(C(=O)OCC)CC3)c(=O)c2=O)cc1
    3	3	107	-3.9	97	0	-2	2	2
Cc1ccc(NC(=O)CCc2nnc3ccc(N4CCN(C)CC4)nn23)cc1F
    0	1	105	-1.4	101	3	4	-4	4

The results go on.
Results follow in this order: GRK2 inh	Bcl-xL primary	CIT2-GFP yeast	MEX-5 binding	AGP1-GFP MLPCN	Fam108B counter	GLD-1 TGE inh	MCL1 BIM primary	VLA-4 inh
CC(=O)/C(N=Nc1ccc(OC(F)(F)F)cc1)=C(\C)O
    1	5	92	-3.5	101	1	4	8	8
CC(=O)NNC(=S)NC(=O)c1cccc([N+](=O)[O-])c1
    0	11	98	-18	95	0	-1	5	-50
CCNC(=O)C(=O)NCc1ccncc1
    0	6	98	0.9	99	0	1	5	-7
N#CCSCC(=O)Nc1ccc(Br)cc1
    0	9	107	1.1	106	0	1	8	-4
CC1CCc2cccc3c(O)cc(=O)n1c23 (stereo unspecified)
    1	-2	98	0.5	102	0	-2	-6	-3
Cc1ccc(CNC(=O)CC2Sc3ccccc3NC2=O)cc1 (stereo unspecified)
    3	-7	108	3.0	102	5	-1	-6	8
O=C(NCCC1CCCC1)c1cccs1
    3	1	91	-4.3	84	-3	4	-1	5
O=C1NC(=O)C(=O)N1
    0	11	88	.	89	0	-2	4	-2
O=C1NC(=O)C(c2ccc(F)cc2)N1 (stereo unspecified)
    0	-2	99	0.3	94	-1	6	-6	11
CCCn1nnnc1-c1ccc(Cl)cc1
    1	-4	99	-0.5	98	2	11	1	5
COc1cccc(C(=O)SC2=NCCS2)c1
    1	3	78	-0.6	88	-2	-6	1	4
Cc1ccc(S(=O)(=O)NC(CC(=O)n2nc(C)cc2C)c2ccccc2)cc1 (stereo unspecified)
    2	4	97	1.9	101	-1	7	-5	-11
COc1ccc(C=O)cc1Cn1cnc2c(cnn2C)c1=O
    4	6	95	-0.7	102	-2	6	7	0
COc1ccccc1NC(=O)N1CCOCC1
    0	9	98	2.9	100	-4	0	-2	12
O=C(NCCS(=O)(=O)N1CCN(c2ccccc2F)CC1)C1CC(=O)N(c2ccccc2)C1 (stereo unspecified)
    0	-1	103	-1.9	102	0	8	7	1
CC1CCN(C(=O)NC(=O)c2ccc(Cl)cc2)CC1
    0	6	104	0.3	93	1	4	5	2
COc1ccccc1N(CC(=O)NCCSc1ccccc1)S(C)(=O)=O
    2	9	101	2.9	100	0	4	1	10
CC(C)=NOC(=O)c1c(C)noc1-c1snnc1C
    0	2	?	1.6	22[may fluoresce violet]	-1	0	6	11
CCOC(=O)c1c(NC(=O)CSc2nnc(C)c(=O)[nH]2)sc(C)c1-c1ccc(C)cc1
    2	8	102	-1.3	105	-5	3	2	-1
C=CCNc1nc(C(=O)OCC(=O)Nc2ccccc2C(F)(F)F)cs1
    2	1	92	.	101	.	-1	-4	12
O=C(NNC(=O)c1cc2cc3ccccc3nc2s1)c1cccc(C(F)(F)F)c1
    0	-2	84	1.9	79	-5	3	6	20
Cc1ccc(S(=O)(=O)C(CCC(=O)N2CCOCC2)S(=O)(=O)c2ccc(C)cc2)cc1
    4	7	78	0.0	97	-1	3	12	-12
Nc1[nH]ncc1C(=O)Nc1cccc(C(F)(F)F)c1
    1	4	109	2.7	100	4	-4	3	8
Cc1ccc(NCN2C(=O)c3ccccc3C2=O)c(C)c1
    0	2	107	1.5	99	4	6	-4	-33
O=C(C1Cc2ccccc2CN1S(=O)(=O)c1ccccc1[N+](=O)[O-])N1CCOCC1 (stereo unspecified)
    0	.	120	.	106	.	-6	.	10
COc1cccc(OCC(O)CNC(=O)c2oc3ccc(C)cc3c2C)c1 (stereo unspecified)
    18	-2	98	0.1	96	-1	12	-7	3
O=C(Cn1nc(-c2ccc(F)cc2)ccc1=O)Nc1ccc2c(c1)OCCO2
    1	-1	104	-0.5	103	-1	0	4	5
CCn1c(=O)c2ccccc2n(Cc2cccc(C)c2)c1=O
    0	4	95	0.8	97	-4	1	6	9
O=c1[nH]c(NCc2ccccc2)nc2c1CCC2
    0	7	97	1.6	98	-1	2	4	-8
O=C(COC(=O)CCc1c[nH]c2ccccc12)Nc1cc([N+](=O)[O-])ccc1Cl
    3	-1	94	-0.4	93	5	4	-14	-13

Source: PubChem BioAssay (several laboratories)
